Assay outcomes from PubChem.
Pf growth 48h: P. falciparum growth inhibition at 48 hours (one generation) | P. falciparum luciferase growth in erythrocytes, 48 h | Potency, µM (titrated, usually from 28.7 µM), without a hit: top-dose activity change, negative = inhibition, actives largely listed as inhibitors | 310,000 tested, 5.9% active | AID 504832; further: potency means the concentration at half of the fitted maximal effect; on the % scale 0 is the no-effect control and ±100 the full control effect
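Erythrocytes infected with P. falciparum carrying an integrated firefly luciferase reporter (2% hematocrit, 0.1% parasitemia final) were exposed to compounds in RPMI 1640 with 0.5% Albumax at 37 C, 5% CO2. Growth inhibition was scored as reduced luminescence.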
Giardia FBPA inh: inhibitors of Giardia lamblia fructose-1,6-bisphosphate aldolase. purified Giardia FBPA. Potency, µM (highest dose often 59.6 µM), for inactives: top-dose activity, negative = inhibition, hits mostly inhibitors. 290,000 tested, 0.71% active. AID 2451; further: potency means the concentration at half of the fitted maximal effect; on the % scale 0 is the no-effect control and ±100 the full control effect; nearly all actives have a fitted effect of over 55% in size
Target sequence (A8B2U2 whole entry, looked up): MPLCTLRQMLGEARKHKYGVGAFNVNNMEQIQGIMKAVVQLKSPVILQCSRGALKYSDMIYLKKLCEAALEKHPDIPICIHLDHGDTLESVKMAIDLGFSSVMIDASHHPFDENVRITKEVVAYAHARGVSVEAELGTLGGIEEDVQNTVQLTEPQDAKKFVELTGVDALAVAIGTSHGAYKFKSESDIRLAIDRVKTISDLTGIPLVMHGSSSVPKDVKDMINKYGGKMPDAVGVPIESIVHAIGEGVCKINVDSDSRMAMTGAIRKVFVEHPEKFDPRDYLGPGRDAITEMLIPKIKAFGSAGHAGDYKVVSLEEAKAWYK
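Giardia FBPA (40 nM reagent) was preincubated 10 min at RT with compound (up to 57.5 uM final), then substrate plus GAPDH/TPI/NAD/arsenate coupling system with diaphorase/resazurin was added; resorufin fluorescence (525/598 nm) was read after 20 min.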
Sm TGR block: S. mansoni TGR enzyme inhibition; Q962Y6; purified TGR, DTNB reduction, TNB absorbance 405 nm; Potency, µM (top dose mostly 114 µM), inactives show at the top dose activity change, negative = inhibition, hits mostly inhibitors; 360,000 tested, 3% active; AID 485364; further: potency means the concentration at half of the fitted maximal effect; on the % scale 0 is the no-effect control and ±100 the full control effect; nearly all actives have a fitted effect of over 60% in size
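Kinetic colorimetric format: TGR-catalysed, NADPH-driven DTNB reduction monitored via TNB absorbance. Enzyme dispensed at 20 nM; compound exposure 15 min at room temperature before reaction start.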
Shiga toxin inh: blocks Shiga toxin action in Vero cells | inhibition, % at 38.7 µM | Vero cells, Shiga toxin protein synthesis inhibition reporter | 290,000 tested, 9.2% active; in the data active means inhibition mostly above about 28%, no sharp cut-off; inactive means mostly below about 43%; further: 0% is about no effect
Cycloheximide cs: counter-screen hit for Shiga toxin inhibitors, cycloheximide; AID 2314; cell reporter, cycloheximide protein synthesis inhibition counterscreen; 300,000 tested, 12% active; max response, %; in the data active means max response mostly above about 13%, no sharp cut-off; inactive means mostly below about 14%; further: read at 38.3 µM for the half of the compounds with a filed dose; 0% is about no effect
Pf growth 96h: P. falciparum growth inhibition at 96 hour, primary screen for plastid delayed-death inhibitors; P. falciparum luciferase reporter growth, 96 h; Potency, µM (doses to about 28.7 µM), for inactives: at the top dose activity change, negative = inhibition, usual class: inhibitors; 320,000 tested, 6.9% active; AID 504834; further: potency means the concentration at half of the fitted maximal effect; on the % scale 0 is the no-effect control and ±100 the full control effect
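Luminescence readout: decreased luciferase signal marks inhibited growth of reporter-expressing P. falciparum in infected red cells (2% hematocrit, 0.05% parasitemia final), exposed to compound two generations (96 h, 37 C, 5% CO2).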
Starred values were filed as active, the others as inactive; ? = inconclusive; nt = not tested or not shown; & = joins results of further samples; [ ] = another dose, or the depositor's remark. Unless noted, the call rests on the fitted dose curve; in most records, active means well fitted curve in the direction sought with a large enough effect; inconclusive means small, poorly fitted or top-dose-only effect, or another doubt; inactive means no such curve, though single readings can be large; an effect the other way counts as inactive or inconclusive.

1	COc1cc(OC)cc(C(=O)Nc2ccccc2-c2nnn(CC(=O)Nc3cc(C)on3)n2)c1
2	COc1ccc(OC)c(/C=C/C(=O)N2CCCc3ccccc32)c1
3	Cc1sc2nc3c(C(=O)N4CCCC4)cc(C(=O)c4ccccc4O)cn3c(=O)c2c1C
4	COc1ccc(N(C)C(=S)Oc2ccc(C(=O)Nc3ccccc3)cc2)cc1
5	Cc1cccc(/C=C2\Oc3cc(OS(C)(=O)=O)ccc3C2=O)c1
6	O=C(NNC1OC(CO)C(O)C(O)C1O)c1cccnc1 (stereo not drawn)
assay / compound	1	2	3	4	5	6
Pf growth 48h	?	-7%	13µM*	?	16%	28%
Giardia FBPA inh	9%	-16%	-15%	9%	7%	-8%
Sm TGR block	4%	6%	-6%	0%	-24%	-15%
Shiga toxin inh	-9	54	17	24	36	50*
Cycloheximide cs	-2	18	0	28	26*	19*
Pf growth 96h	-38%	?	?	?	-27%	?

7	CCn1cc(C(=O)NCc2ccc3c(c2)OCO3)c2cc(OC)c(OC)cc2c1=O
8	Cc1ccccc1CC(=O)N1CC(C)OC(C)C1 (stereo not drawn)
9	NC(=O)c1ccsc1NC(=O)COC(=O)c1cc(Cl)ccc1O
10	COc1ccc(C(=O)/C=C/c2ccc(C)cc2)c(OC(=O)c2ccc([N+](=O)[O-])cc2)c1
11	N#CCSc1nc2ccccc2c(=O)n1C1CCCCC1
12	O=C(c1ccccc1)N1CCN(S(=O)(=O)c2ccc(Cl)c(C(F)(F)F)c2)CC1
assay / compound	7	8	9	10	11	12
Pf growth 48h	19%	6%	4%	20%	4%	-29%
Giardia FBPA inh	2%	9%	nt	-1%	-1%	nt
Sm TGR block	2%	-3%	-15%	0%	11%	-12%
Shiga toxin inh	25	-7	nt	16	-9	nt
Cycloheximide cs	-2	-3	nt	32*	5	nt
Pf growth 96h	12%	50%[activator]	31%[activator]	18%	47%[activator]	?

13	NC(=O)C1CCN(C(=O)/C=C/c2ccco2)CC1
14	CC(=O)Nc1ccc(NC(=O)COC(=O)c2ccccc2C(=O)c2ccccc2)cc1
15	CN(CC(=O)Nc1cccc(F)c1)C(=O)C1CCN(S(=O)(=O)c2ccc3c(c2)OCCO3)CC1
16	COc1ccc(NS(=O)(=O)c2ccc(OCC(=O)N3CCCC3)cc2)cc1
17	Cc1cc(C)cc(N2Cc3ccccc3C2)c1
18	CN(CC(=O)NCc1ccccc1Cl)S(=O)(=O)c1cccs1
assay / compound	13	14	15	16	17	18
Pf growth 48h	6%	?	9.3µM*	-18%	nt	-5%
Giardia FBPA inh	-2%	nt	nt	7%	-15%	6%
Sm TGR block	7.9µM*	-6%	3%	0%	?	0%
Shiga toxin inh	12	nt	nt	6	-2	30
Cycloheximide cs	-2	nt	nt	-1	-4	15*
Pf growth 96h	-8%	-8%	4.1µM*	nt	4.1µM*	8%

Record cards, as listed above:
NC(=O)C1CCN(C(=O)/C=C/c2ccco2)CC1 is listed as Pf growth 48h = 6%; Giardia FBPA inh = -2%; Sm TGR block = 7.9µM*; Shiga toxin inh = 12; Cycloheximide cs = -2; Pf growth 96h = -8%
CN(CC(=O)Nc1cccc(F)c1)C(=O)C1CCN(S(=O)(=O)c2ccc3c(c2)OCCO3)CC1 is listed as Pf growth 48h = 9.3µM*; Giardia FBPA inh = nt; Sm TGR block = 3%; Shiga toxin inh = nt; Cycloheximide cs = nt; Pf growth 96h = 4.1µM*

New compounds follow:
19	N#CCOC(=O)C1CCN(S(=O)(=O)c2ccc3c(c2)OCCO3)CC1
20	N/C(=N\OC(=O)Cc1ccc(-c2ccccc2)cc1)c1cccc([N+](=O)[O-])c1
21	CN(C(=O)COC(=O)c1cc(-c2ccco2)nc2ccccc12)C1CCS(=O)(=O)C1 (stereo not drawn)
22	COC(=O)c1[nH]c2ccccc2c1NC(=O)CN1CCN(c2cccc(OC)c2)C(C)C1 (stereo not drawn)
23	Cc1ccc(-n2nc3c(=O)n(CC(=O)NCCc4ccccc4C)nc(C)c3c2C)cc1
24	COC(=O)c1[nH]c2cc(OC)ccc2c1NC(=O)CCN1CCN(c2ccccc2)CC1
assay / compound	19	20	21	22	23	24
Pf growth 48h	?	31%[activator]	-11%	9.3µM*	?	-17%
Giardia FBPA inh	nt	0%	?	-8%	nt	4%
Sm TGR block	0%	-25%	3.5µM*	4%	-1%	-7%
Shiga toxin inh	nt	-19	11	-16	-8	-6
Cycloheximide cs	nt	-2	-2	-1	7	1
Pf growth 96h	12%	38%[activator]	3%	nt	39%[activator]	nt

25	C=CCC(O)(CC=C)C(C)N (stereo not drawn)
26	CCOc1cnc(C(=O)NNC(=O)c2ccccc2Br)o1
27	CSCC[C@H](NC(=O)c1ccc(NC[C@@H](N)CS)cc1-c1ccccc1)C(=O)O
28	Cc1c(-c2ccccc2Cl)nc2ccccc2c1C(=O)O
29	Nc1cc(=O)nc(SCC(=O)Nc2cccc3ccccc23)n1CCc1ccccc1
30	CN(C)S(=O)(=O)c1ccc(C(=O)OCC(=O)Nc2sc3c(c2C#N)CCCCC3)cc1
assay / compound	25	26	27	28	29	30
Pf growth 48h	-13%	26%	nt	103%[activator]	?	39%[activator]
Giardia FBPA inh	-6%	-16%	0%	-10%	5%	13%
Sm TGR block	1%	4%	nt	5%	-13%	-20%
Shiga toxin inh	-24	12	-9	1	31	10
Cycloheximide cs	-3	-3	-5	-4	1	-4
Pf growth 96h	6%	?	nt	66%[activator]	-3%	31%[activator]

31	O=C(NC1CCCC1)c1ccccc1-c1nc2ccccc2[nH]1
32	O=C(Cn1nnnc1CN1CCOCC1)N1CCC(c2cccc(Cl)c2)C1 (stereo not drawn)
33	CCCCC1=NN(C(=O)c2cocc2C)C(O)(C(F)(F)F)C1 (stereo not drawn)
34	CNC(=S)Nc1ccc(OC)c(OC)c1
35	COCCCNC(=O)CNC(=O)c1cn(-c2ccccc2OC)c(=O)c2ccccc12
36	S=C(NCCN1CCOCC1)N/N=C/c1ccccc1
assay / compound	31	32	33	34	35	36
Pf growth 48h	13%	4%	-22%	13%	9%	nt
Giardia FBPA inh	4%	-2%	4%	-26%	4%	-13%
Sm TGR block	1%	-11%	-8%	-14%	-7%	5%
Shiga toxin inh	-7	-13	32*	-8	11	-16
Cycloheximide cs	-4	-2	20*	-2	-1	-2
Pf growth 96h	nt	20%	-11%	8%	-22%	?

37	CN(C)c1ccc(/C=N/NC(=O)CN2CCCCC2)cc1Br
38	c1ccc2c(c1)[nH]c1c(N3CCCC3)ncnc12
39	O=C(O)c1c(-c2ccccc2)oc2ccc(O)cc12
40	Cc1nc2ccccc2n1C(=O)c1ccccc1[N+](=O)[O-]
41	CC(C)(C)NS(=O)(=O)CC12CCC(CC1=O)C2(C)C (stereo not drawn)
42	COc1ccc(S(=O)(=O)N(CC(=O)NCC2CCCO2)c2ccccc2)cc1OC (stereo not drawn)
assay / compound	37	38	39	40	41	42
Pf growth 48h	10%	?	-2%	-4%	nt	-18%
Giardia FBPA inh	-5%	-2%	24%	-1%	0%	4%
Sm TGR block	2%	5%	0%	-2%	-3%	1%
Shiga toxin inh	nt	29	-9	-11	10	-8
Cycloheximide cs	-4	-1	2	-6	6	-2
Pf growth 96h	-24%	2.6µM*	-6%	?	16%	-4%

43	CCCCS(=O)(=O)N1CCCC(C(=O)Nc2ccc(Cl)cn2)C1 (stereo not drawn)
44	Cc1ccccc1C(=O)NCCCn1ccnc1
45	O=C(O)COc1cnc2ccccc2n1
46	CCOC(=S)SCC(=O)N1CCc2ccccc2C1C1C(=O)CCCC1=O (stereo not drawn)
47	CCC(C)NC(=O)c1ccc([N+](=O)[O-])c(Cl)c1 (stereo not drawn)
48	Cc1nnc2c(NCCC(C)C)nc3ccccc3n12
assay / compound	43	44	45	46	47	48
Pf growth 48h	-3%	nt	22%	13%	-21%	18%
Giardia FBPA inh	1%	-5%	0%	-5%	-1%	-3%
Sm TGR block	6%	-2%	-7%	0%	-18%	-1%
Shiga toxin inh	-2	-8	-4	-13	11	2
Cycloheximide cs	-3	-2	7	-3	-3	-3
Pf growth 96h	358%[activator]	?	0%	15%	?	-10%

49	COCCn1c(SCC(=O)NC(C)c2ccc(F)cc2)nc2ccccc21 (stereo not drawn)
50	O=C(NCc1cccs1)C(=O)NCC1OCCCN1S(=O)(=O)c1cc(F)ccc1F (stereo not drawn)
51	CN1CCN(c2ccc(-c3cccc(NC(=O)COc4ccc(Cl)cc4Cl)c3)nn2)CC1
52	COc1ccc(S(=O)(=O)n2nc(C)cc2C)c(C)c1C
53	COc1ccc(NC(=S)NC2CCS(=O)(=O)C2)cc1 (stereo not drawn)
54	O=C(COC(=O)c1cccnc1Cl)c1ccccc1
assay / compound	49	50	51	52	53	54
Pf growth 48h	-4%	?	-86%	10%	6%	46%[activator]
Giardia FBPA inh	9%	nt	nt	1%	-8%	nt
Sm TGR block	1%	1%	4%	5%	-29%	12%
Shiga toxin inh	-4	-3	nt	-18	14	71*
Cycloheximide cs	-2	7	nt	8	-3	47*
Pf growth 96h	16%	-10%	-2%	nt	3%	?

55	COc1cc([N+](=O)[O-])ccc1NC(=O)NN1CCN(C)CC1
56	COc1cc(-c2nc(CN3CCCN(C(=O)c4ccco4)CC3)c(C)o2)ccc1F
57	Cn1c(=O)[nH]c(=O)c2c1nc(NCCCn1ccnc1)n2Cc1ccc(F)cc1
58	CCCNC(=O)c1ccccc1NC(=O)CSCc1ccc(OC)cc1
59	C=C(C)C(=O)Nc1cccc(C2=NOC3(C2)C[C@H](C(N)=O)N(C(=O)c2ccccc2)C3)c1 (stereo partly drawn)
60	CCOC(=O)/C=C1\SCC(=O)N1CC(=O)NC(C)C
assay / compound	55	56	57	58	59	60
Pf growth 48h	-1%	?	6%	nt	32%[activator]	nt
Giardia FBPA inh	nt	4%	9%	4%	1%	8%
Sm TGR block	0%	4%	42%[activator]	-10%	9%	-3%
Shiga toxin inh	-21	-3	-10	-15	-2	-17
Cycloheximide cs	2	-2	-2	-2	-2	-5
Pf growth 96h	-19%	69%[activator]	nt	4%	48%[activator]	-2%

61	CCC1CCCCN1CCCNC(=O)c1cn(CC(C)C)c(=O)c2cc(OC)c(OC)cc12 (stereo not drawn)
62	CCCCNC(=O)C(c1ccc(-c2ccccc2)cc1)N(CCN1CCOCC1)C(=O)CCCCCN1C(=O)NC(c2ccc([N+](=O)[O-])cc2)C(C(=O)OCc2ccccc2)=C1C (stereo not drawn)
63	COc1ccc(-c2nc3ccccn3c2C=O)cc1
64	Cc1c(/C=N/NC(=O)c2ccc3c(c2)OCO3)cnn1C
assay / compound	61	62	63	64
Pf growth 48h	?	1.3µM*	219%[activator]	2%
Giardia FBPA inh	-3%	2%&1%	0%	-1%
Sm TGR block	-13%	6%	-5%	6%
Shiga toxin inh	-21	-11	70*	31
Cycloheximide cs	-5	-5	45*	11
Pf growth 96h	-5%	3.3µM*	55%[activator]	9%

4 of the compounds above, with values under each structure:
Second line of a record: Pf growth 48h, Giardia FBPA inh, Sm TGR block, Shiga toxin inh, Cycloheximide cs, Pf growth 96h
54	O=C(COC(=O)c1cccnc1Cl)c1ccccc1
→ 46%[activator], nt, 12%, 71*, 47*, ?
55	COc1cc([N+](=O)[O-])ccc1NC(=O)NN1CCN(C)CC1
→ -1%, nt, 0%, -21, 2, -19%
56	COc1cc(-c2nc(CN3CCCN(C(=O)c4ccco4)CC3)c(C)o2)ccc1F
→ ?, 4%, 4%, -3, -2, 69%[activator]
57	Cn1c(=O)[nH]c(=O)c2c1nc(NCCCn1ccnc1)n2Cc1ccc(F)cc1
→ 6%, 9%, 42%[activator], -10, -2, nt

An unsorted share of the library; any-hit rate near 24%.
